STK33 kinase inh: blocks human STK33 kinase activity; Q9BYT3; purified STK33, MBP phosphorylation, ADP-Glo luminescence; inhibition, % at 10 µM; actives 0.073% (n = 320,000);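 active = inhibition at or above 25%, using the most active replicate where run in duplicate; inactive = inhibition below 25%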
Kir21 block: blocks the mouse Kir2.1 inward-rectifier potassium channel | P35561 | HEK293-Kir2.1, FluxOR thallium flux fluorescence; active compounds read low | B-score at 10 µM | actives 0.85% (n = 310,000);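 active = fluorescence ratio B-score at or below minus 3 SD of library scores, with starting-brightness B-score within 2 SD, cut at about -4.2 in these data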;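 also: channel flux triggered by added potassium and thallium sulfate stimulus; B-score of peak minus minimum fluorescence over baseline after thallium stimulus; more negative B-score means stronger Kir2.1 block with less thallium influx; some compounds called inactive have numbers as strong as hits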
KCNQ2 block: KCNQ2 potassium channel inhibitors, primary screen, cell-based, CHO-K1, FluxOR thallium flux, B-score (AID 2156). O88943. 20 min; active compounds read low. B-score at 10 µM. actives 1.1% (n = 310,000);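 active = fluorescence ratio B-score at most minus 3 library SDs, with starting brightness B-score within 2 library SDs, cut at about -5.5 in these data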
Target sequence (O88943 whole entry, looked up): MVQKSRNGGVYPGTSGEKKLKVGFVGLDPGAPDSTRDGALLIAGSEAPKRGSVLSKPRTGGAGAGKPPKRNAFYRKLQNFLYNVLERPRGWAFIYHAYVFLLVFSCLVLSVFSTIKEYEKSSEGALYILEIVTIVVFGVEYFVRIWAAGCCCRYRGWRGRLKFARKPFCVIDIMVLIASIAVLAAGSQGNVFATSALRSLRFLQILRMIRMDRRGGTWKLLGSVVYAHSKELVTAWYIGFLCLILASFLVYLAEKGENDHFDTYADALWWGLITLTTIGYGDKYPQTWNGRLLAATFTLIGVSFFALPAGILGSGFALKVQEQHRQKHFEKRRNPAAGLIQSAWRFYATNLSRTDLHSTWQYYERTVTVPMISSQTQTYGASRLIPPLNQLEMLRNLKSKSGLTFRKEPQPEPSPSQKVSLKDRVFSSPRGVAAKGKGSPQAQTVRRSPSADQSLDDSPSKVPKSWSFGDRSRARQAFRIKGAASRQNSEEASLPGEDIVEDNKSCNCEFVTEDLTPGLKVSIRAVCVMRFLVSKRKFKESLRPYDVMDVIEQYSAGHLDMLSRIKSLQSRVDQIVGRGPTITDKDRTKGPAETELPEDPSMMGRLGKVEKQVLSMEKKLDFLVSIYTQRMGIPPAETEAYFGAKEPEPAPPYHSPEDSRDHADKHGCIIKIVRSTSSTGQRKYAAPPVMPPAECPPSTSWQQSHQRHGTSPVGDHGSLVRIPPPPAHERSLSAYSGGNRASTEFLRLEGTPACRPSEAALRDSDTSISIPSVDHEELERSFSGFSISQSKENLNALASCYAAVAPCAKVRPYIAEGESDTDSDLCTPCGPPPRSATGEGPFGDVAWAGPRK
* = called active by the depositor; i = inactive; / = no result given. Hits appear at their usual frequency, and some 1.9% of all compounds hit somewhere here.

STK33 kinase inh	Kir21 block	KCNQ2 block	smiles
/	2.05	i	O=C(Nc1cccnc1Cl)C1CCCN(c2ncnc3c2nc2n3CCCCC2)C1 (stereo not given)
-0.1	2.61	i	COc1ccc(/C=N/NC(=O)c2cccc([N+](=O)[O-])c2)cc1OS(=O)(=O)c1ccc(C)cc1
-0.3	0.47	i	Clc1ccc(C2=Nn3c(nnc3-c3cc(-c4ccccc4)n[nH]3)SC2)cc1
-1.5	0.29	i	COc1cccc(Nc2cc(C)nc3nc(C)nn23)c1
-1.0	-0.36	i	CCCCSc1nc2c(cnn2-c2ccccc2)c(=O)n1N
-1.0	-2.37	i	Cc1ccc2c(c1)c1c(n2CC(O)CN2CCCCC2C)CCCC1 (stereo not given)
-0.1	-0.19	i	Cc1ccc(C#N)c(SCc2ccccc2F)n1
-0.1	2.09	i	Cc1ccc(S(=O)(=O)Oc2ccc3c(c2)O/C(=C\c2cccnc2)C3=O)cc1
-1.2	-0.08	i	CCOc1ccc(-c2cc(CCCC(=O)NCc3cccnc3)no2)cc1
0.4	-0.81	i	CC(C)CCNC(=O)Cc1csc(-c2ccccc2)n1
0.1	-0.49	i	O=C(O)CN=C1CC(c2ccccc2)CC(=O)/C1=C(/O)CCCN1C(=O)c2ccccc2C1=O (stereo not given)
0.2	-0.04	i	CC(C)n1c(SCC(=O)Nc2ccc(N3CCOCC3)cc2)nnc1-c1ccco1
0.5	1.4	i	O=C(Nc1ccc(F)cc1)c1ccc(-n2cncn2)c([N+](=O)[O-])c1
0.7	1.12	i	Cc1ccc(CCNC(=O)C2CCCN(S(=O)(=O)c3cccs3)C2)cc1 (stereo not given)
1.0	1.13	i	CCOC(=O)c1nnc(-c2ccccc2)nc1N1CCSCC1
-0.7	-0.47	i	O=C(NCc1ccco1)c1cc2sccc2n1Cc1ccccc1
0.7	-2.19	i	CN(C)/C(=N\S(=O)(=O)c1ccccc1)c1ccc(F)cc1
0.0	1.37	i	CCCCn1c(N)c(N(CC(C)C)C(=O)C2CCN(c3ncnc4sc(C)c(C)c34)CC2)c(=O)[nH]c1=O
0.4	-1.36	-6.73*	CCC(C)Sc1cccc(-c2nc3cc(C)ccn3c2NCc2ccccc2)c1 (stereo not given)
-1.2	0.07	i	C=CCNC(=O)C1CC1(c1ccccc1)c1ccccc1 (stereo not given)
1.6	0.61	i	OCCN(CC#CC(O)(c1ccccc1)c1cccc(F)c1)CCO (stereo not given)
-0.6	0.57	i	CCOC(=O)C1C(=O)CC(C)(O)C(C(=O)OCC)C1c1ccc(F)cc1 (stereo not given)
-1.2	0.22	i	CC(=O)NCC12CC3CC(C1)CC(C(=O)O)(C3)C2
0.0	0.69	i	Cn1c(=O)c2c(nc(NCc3ccco3)n2C/C=C/c2ccccc2)n(C)c1=O
1.3	-1.92	i	Cc1ccc(Cl)cc1NC(=O)C1CCCN1S(=O)(=O)c1ccc(-c2ccc(=O)[nH]n2)s1 (stereo not given)
0.2	-0.26	i	CC(=O)N1CCc2c(sc(NC(=O)CCS(=O)(=O)c3ccc(C)cc3)c2C#N)C1
-0.3	0.22	i	CCOC(=O)N1CCN(C(=O)CN(c2ccc(OC)cc2)S(C)(=O)=O)CC1
0.2	-3.08	i	COc1ccc(CCNC(=S)N2CCC(C(N)=O)CC2)cc1
-0.2	-0.06	i	O=C(Cn1ccc([N+](=O)[O-])n1)Nc1nccs1
-1.1	-1.03	i	O=C(CSc1nc(O)cc(=O)[nH]1)N1CCOCC1

The closing 7 compounds of the part before come first, to join the parts:
STK33 kinase inh	Kir21 block	KCNQ2 block	smiles
0.0	0.69	i	Cn1c(=O)c2c(nc(NCc3ccco3)n2C/C=C/c2ccccc2)n(C)c1=O
1.3	-1.92	i	Cc1ccc(Cl)cc1NC(=O)C1CCCN1S(=O)(=O)c1ccc(-c2ccc(=O)[nH]n2)s1 (stereo not given)
0.2	-0.26	i	CC(=O)N1CCc2c(sc(NC(=O)CCS(=O)(=O)c3ccc(C)cc3)c2C#N)C1
-0.3	0.22	i	CCOC(=O)N1CCN(C(=O)CN(c2ccc(OC)cc2)S(C)(=O)=O)CC1
0.2	-3.08	i	COc1ccc(CCNC(=S)N2CCC(C(N)=O)CC2)cc1
-0.2	-0.06	i	O=C(Cn1ccc([N+](=O)[O-])n1)Nc1nccs1
-1.1	-1.03	i	O=C(CSc1nc(O)cc(=O)[nH]1)N1CCOCC1
-3.2	-0.7	i	OCCN(CC#CCC(O)(c1ccccc1)C1CCCC1)CCO (stereo not given)
-3.6	0.82	i	CSc1nnc([C@@H](NC(=O)OC(C)(C)C)C(C)C)o1
-0.2	-1.46	i	Cn1c(CNC(=O)c2ccccc2F)nnc1SCC(=O)c1ccccc1
-0.7	-0.85	i	CCCc1nn(C)c(C(=O)Nc2cccc3ccccc23)c1Cl
1.2	1.76	i	O=C(COc1ncnc2c(Cl)cc(Cl)cc12)NCCC1=CCCCC1
-1.9	0.33	i	O=C(CSc1nnc(-c2ccccc2)c(-c2ccccc2)n1)Nc1ccc(Br)cn1
-1.1	0.01	i	Cc1c(Cl)cccc1NC(=S)/C(=C(\[O-])c1ccc(Cl)s1)[n+]1ccccc1
-0.8	-0.11	i	Cc1nc(SCC(=O)Nc2ccc3c(c2)OCO3)c(C#N)c2c1CCCC2
-0.8	-0.64	i	Cn1c(SCC(=O)Nc2nccs2)nnc1-c1ccc(S(=O)(=O)N2CCCC2)cc1
-18.4	1.07	i	NS(=O)(=O)c1ccc(CNC(=O)Cc2cccs2)cc1
0.3	1.24	i	Cc1ccc(CN(C)C(=O)CCc2nc3sc4c(c3c(=O)[nH]2)CCCC4)o1
-1.0	1.94	i	Cc1cc(NC(=O)CSc2nccn2-c2cccc(C)c2C)no1
-1.5	-1.34	i	COc1cccc(/C=C2\SC(=S)N(CCC(=O)N3CCCCC3)C2=O)c1
-0.9	1.45	i	O=C(OCc1nnc(-c2ccccc2)o1)c1ccc2c(c1)OCCO2
-1.0	0.27	i	CC1(C)Cc2c(sc3[nH]c(=S)[nH]c(=O)c23)CO1
0.1	-0.15	i	COc1ccc(C(=O)CC(=O)C(=O)Nc2cc(OC)c(OC)c(OC)c2)cc1
-1.7	-0.97	i	CCOC(=O)C1(CC2CC2)CCN(C(=O)c2ocnc2C)CC1
-0.7	0.17	i	O=C(NCc1cn2ccsc2n1)Nc1ccc(Cl)cc1
-0.9	0.14	i	N/C(CS(=O)(=O)c1ccccc1)=N\OC(=O)c1ccc(F)cc1
-0.4	-0.99	i	CCN=C1SC(CC(=O)NCc2ccccc2)C(=O)N1CC (stereo not given)
-1.8	-0.82	i	COC(=O)c1ccc(S(=O)(=O)N2CCCC2)o1
-2.5	0.84	i	CC(C)NC(=O)CSCc1c(F)cccc1Cl
0.3	0.06	i	CSCCC(NS(=O)(=O)c1ccccc1F)C(=O)NCC(c1ccc(F)cc1)N1CCOCC1 (stereo not given)
1.6	-1.12	i	CCOc1ccc(N/C(=C(/C(Cl)=C(Cl)Cl)[N+](=O)[O-])n2cncn2)cc1
-0.7	0.02	i	CCOc1ccc(-c2[nH]ncc2Oc2cccc(OC)c2)c(O)c1
-0.2	-0.94	i	O=C(O)c1cc(N/N=C/c2ccc(N3CCOCC3)cc2)ccc1Cl
-0.2	1.04	i	O=C(O)c1ccc(N=NN2CCCC2)cc1
-1.3	-0.95	i	CC(NC(=O)c1ccc(Cl)s1)C1CCCO1 (stereo not given)
0.2	2.78	i	CCOC(=O)C1CCCN(C(=O)c2ccc3nc(-c4ccc(OC)c(OC)c4)c(-c4ccc(OC)c(OC)c4)nc3c2)C1 (stereo not given)
-2.9	-0.13	i	O=C(Cn1cc2c(n1)CCCC2)N1CCCC1

One compound at a time, from the list above.
`Cc1ccc(CN(C)C(=O)CCc2nc3sc4c(c3c(=O)[nH]2)CCCC4)o1` is entered as STK33 kinase inh = 0.3; Kir21 block = 1.24; KCNQ2 block = i
`CSCCC(NS(=O)(=O)c1ccccc1F)C(=O)NCC(c1ccc(F)cc1)N1CCOCC1` (stereo not given) is entered as STK33 kinase inh = 0.3; Kir21 block = 0.06; KCNQ2 block = i
`CCCc1nn(C)c(C(=O)Nc2cccc3ccccc23)c1Cl` is entered as STK33 kinase inh = -0.7; Kir21 block = -0.85; KCNQ2 block = i

More compounds
STK33 kinase inh	Kir21 block	KCNQ2 block	smiles
0.6	-1.02	i	CCOc1ccc(N(C(C)C(=O)N/N=C(\C)c2cccc(NC(=O)c3ccccc3)c2)S(C)(=O)=O)cc1 (stereo not given)
-0.2	0.37	i	O=C1COc2ccc(C(=O)COC(=O)Cc3ccc(F)cc3)cc2N1
-0.3	-0.09	i	Cc1ccc(OCC(=O)Nc2ccc3c(c2)OCO3)cc1C
-1.3	0.92	i	COCC(C)NC(=S)NCCc1ccc(Cl)cc1Cl (stereo not given)
-0.5	2.22	i	CC(=O)Nc1ccc(C(=O)N/N=C/C2CC3C=CC2C3)cc1 (stereo not given)
2.2	0.21	i	O=C(N/N=C/c1ccccn1)c1ccc(NC(=O)c2ccccc2Cl)cc1
-0.3	0.11	i	CCOC(=O)NNC(=O)c1ccc(Cl)cc1
0.9	-1.35	i	Cc1ccc(C)n1-c1cc(S(=O)(=O)N2CCOCC2)ccc1N1CCCC1
-0.9	0.08	i	COc1ccc(C(C)C)cc1S(=O)(=O)Nc1ccccn1
-0.6	0.58	i	CCN(CC(=O)Nc1ccc(OC)cc1)C(=O)CN1C(=O)NC(C)(c2ccc3ccccc3c2)C1=O (stereo not given)
0.0	-1.83	i	O=C(Nc1ncccn1)C1c2ccccc2Oc2ccccc21
0.1	0	i	Cc1c(C(=O)NCCN2CCCC(O)C2)oc2c(F)cccc12 (stereo not given)
-0.2	0.22	i	CCC1(CC)C(=O)Nc2ccccc21
1.0	2.24	i	CCN(CC)S(=O)(=O)c1ccc(NC(=O)c2ccc(CN3CCOCC3)cc2)cc1
-0.6	0.87	i	CC(C)Oc1ccc(/C=N/NC(=O)c2nnn(-c3nonc3N)c2CN(C)c2ccccc2)cc1
0.2	-0.07	i	CCOC1(C)OCC(=O)[C@]2(CCC3C4CCC5=CC(=O)C=CC5(C)C4C(=O)CC32C)O1 (stereo not given in full)
-1.7	-1.52	i	COCC(C)NC(=O)c1ccc2nc(-c3ccccc3)c(-c3ccccc3)nc2c1 (stereo not given)
-0.7	-1.17	i	N#Cc1ccc(C(=O)Nc2cccc3ccccc23)c(F)c1
-1.7	-0.05	i	O=C(NC(NC(=O)c1c(F)cccc1F)c1ccc([N+](=O)[O-])cc1)c1c(F)cccc1F
-0.9	0.03	i	CC1CCC2(CC1)NC(=O)N(CC(=O)NC1(C#N)CCCCC1)C2=O (stereo not given)
-2.3	1.41	i	CCN(C(=O)Cc1ccccc1OC)c1nnc(-c2ccncc2)s1
0.0	-2.59	i	COC(=O)c1cccnc1NC(=S)NNC(=O)c1ccncc1
-1.0	0.35	i	CCN(CCO)C(=O)c1ccc2nc(Cc3cccc(Cl)c3)oc2c1
1.0	-0.46	i	S=C(Nc1ccccc1Cl)N(CCCN1CCOCC1)Cc1ccco1
0.9	-1.01	i	CCOC(=O)C1=C(C)N(C)C(=O)NC1c1cccc([N+](=O)[O-])c1 (stereo not given)
0.5	1.31	i	COc1ccccc1-c1nc(-c2ccc(Br)cc2)no1
0.0	0.06	i	Cc1ccc(Nc2c(-c3ccco3)nc3ccccn23)cc1
1.1	0.19	i	Cc1cc(SCC(=O)Nc2cccc(S(=O)(=O)NC3=NCCCCC3)c2)nc2ccccc12
-0.2	-1.03	i	O=C(NC(=S)N1CCCC1)c1ccc(Cl)cc1
-1.6	0.19	i	COc1ccccc1/C=N/NC(=O)NC12CC3CC(CC(C3)C1)C2
-0.3	0.55	i	O=C(Oc1ccc(-c2cnc3ccccc3n2)cc1)c1cc([N+](=O)[O-])ccc1Cl
-1.6	0.03	i	O=c1[nH]cc(-c2ccccc2)c(=O)[nH]1
2.1	-0.04	i	O=C(CSc1nnnn1-c1ccccc1)Nc1nsc(-c2ccccc2)n1
-1.1	1.41	i	CCn1c(=S)sc2c(=O)n(CC(=O)Nc3ccccc3OC)c(C)nc21
0.7	-0.25	i	Cc1nn(C(=O)Cn2ccc([N+](=O)[O-])n2)c(C)c1Br
-0.1	0.79	i	O=C(Cn1c(=O)oc2cc(S(=O)(=O)N3CCCC3)ccc21)Nc1ccc(C(F)(F)F)cc1
0.4	1.03	i	CS(=O)(=O)c1cccc(C(=O)Nc2ccc(-c3nc4ccccc4[nH]3)cc2)c1
-1.0	1.24	i	CC1c2cc3c(cc2CCN1C(=O)c1cccc(Cl)c1)OCCCO3 (stereo not given)
1.0	0.26	i	O=C(O)c1ccc2ncsc2c1
-1.1	0.28	i	O=S(=O)(Nc1ccc2c(c1)nc1n2CCOC1)c1ccccc1
0.9	0.3	i	COc1cccc2oc(-c3ccco3)cc(=O)c12
1.3	0.23	i	Cc1cccc(/C(N)=N/OC(=O)c2ccc(Cl)cc2Cl)c1
-1.8	-0.56	i	COc1cccc(NC2=C(NCCO)C(=O)c3ccccc3C2=O)c1
0.1	-0.72	i	CCCc1cc(=O)oc2cc(OCC(=O)Nc3ccccn3)ccc12
0.8	-0.51	i	CC(NC(=O)Cn1cc(C(=O)C2CC2)c2ccccc21)c1ccccc1 (stereo not given)
0.7	-0.37	i	CCOc1ccc(S(=O)(=O)N/N=C(\C)c2ccc3c(c2)OCO3)cc1
-1.1	-0.93	i	COc1ccc(NS(=O)(=O)c2cccc3cccnc23)cc1Cl
0.9	-1.26	i	O=C(O)[C@H](CSCc1ccccc1)NS(=O)(=O)c1ccc(F)cc1
-1.2	0.56	i	CC(=O)C[C@H]1c2cc(C(F)(F)F)ccc2S(=O)(=O)N1c1ccccc1
